Screening results from PubChem BioAssay.
tim23-1 inh: growth inhibitors of tim23-1 mutant yeast, primary screen, luminescence, uHTS; 330,000 compounds, 1.3% hits; S. cerevisiae tim23-1 growth, BacTiter-Glo luminescence, 24 h; inhibition, % at 20 µM;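 active means growth inhibition of the mutant yeast at or above 50%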;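 further: temperature-sensitive mutant grown at 25 °C; plate controls were DMSO-treated mutant yeast for no effect and medium wells lacking yeast for full effect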
tim10-1 inh: growth inhibitors of tim10-1 mutant yeast, primary screen, luminescence, uHTS; S. cerevisiae tim10-1 ts strain growth, BacTiter-Glo, 24 h; inhibition, % at 20 µM; 330,000 compounds, 2.2% hits; AID 463190, 2010;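 active means inhibition of at least 40%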;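 further: mutant grown at 25 °C; 0% = DMSO wells with yeast and 100% = wells holding no yeast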
Mdm2 MdmX PPI: inhibitors of human Mdm2-MdmX association, primary screen, cell-based, luminescence, split luciferase, SaOS-2, uHTS | Protein Mdm4 (Homo sapiens) + E3 ubiquitin-protein ligase Mdm2 (Homo sapiens), … | SaOS-2 split-luciferase Mdm2/MdmX complementation | inhibition, % at 8 µM | 330,000 compounds, 3% hits | AID 485346, 2010;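 active means inhibition of at least 50% at 8 µM in the primary screen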
TIM10 inh: growth inhibitors of isogenic TIM10 control yeast, primary screen, counter-screen for tim10-1 yeast inhibitor project, luminescence, uHTS; S. cerevisiae TIM10 strain growth, BacTiter-Glo luminescence, 24 h; inhibition, % at 10 µM; 330,000 compounds, 1.4% hits;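 active means inhibition of 40% or more at the single tested concentration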;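 further: wild-type TIM10 isogenic control strain grown at permissive 25 °C; 0% = DMSO yeast wells and 100% = minimal medium wells without yeast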
NLRP3 yeast inh: NALP3 inflammasome inhibitors in reconstituted yeast, primary screen, luminescence, uHTS; Yeast reconstituted NLRP3/ASC/caspase-1, beta-gal luminescence, 24 h; inhibition, % at 10 µM; 330,000 compounds, 0.39% hits; AID 2825, 2010;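 active means inhibition of 50% or more; inactive means inhibition below 50%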;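 further: plate controls were induced DMSO wells for no effect and uninduced yeast grown without galactose for full effect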
APJ ag: agonists of human apelin receptor APJ, primary screen, CHO-K1 cells, PathHunter beta-arrestin, luminescence | P35414 | 0% DMSO wells, 100% apelin | activation, % at 20 µM | 330,000 compounds, 0.11% hits | AID 2520, 2010;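 active means activation more than six SD over the plate average, tested at 20 µM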;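 further: 0% = DMSO alone and 100% = apelin-13 at 10 nM; some results filed as inactive read as strong as hits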
Target sequence (P35414 whole entry, looked up): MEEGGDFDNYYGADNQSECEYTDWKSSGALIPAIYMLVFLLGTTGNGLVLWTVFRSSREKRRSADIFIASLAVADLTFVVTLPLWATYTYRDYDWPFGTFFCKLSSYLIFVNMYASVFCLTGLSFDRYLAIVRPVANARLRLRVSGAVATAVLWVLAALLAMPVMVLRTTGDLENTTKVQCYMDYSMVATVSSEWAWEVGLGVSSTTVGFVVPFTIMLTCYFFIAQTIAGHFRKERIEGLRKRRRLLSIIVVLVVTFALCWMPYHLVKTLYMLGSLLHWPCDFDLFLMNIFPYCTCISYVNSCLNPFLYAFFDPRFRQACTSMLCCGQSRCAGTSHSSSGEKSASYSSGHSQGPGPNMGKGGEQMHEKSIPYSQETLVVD
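Assay system: CHO-K1 cells stably expressing ProLink-tagged human APJ and arrestin–beta-gal acceptor. Compound dosing: 20 µM single point, 1% DMSO. Times: 16-18 h seeding, 90 min dark compound exposure, 60 min detection. Detection: beta-gal luminescence. Evaluation: APJ–arrestin association signal. Controls: negative DMSO alone, positive Apelin-13 at 10 nM.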
CHOP UPR activ: activators of apoptotic CHOP UPR arm, primary screen, cell-based, CHO-CHOP luciferase reporter, luminescence, uHTS; AID 449763, 2010; 330,000 compounds, 0.34% hits; activation, % at 10 µM; UPR activation; percent of tunicamycin response over DMSO baseline;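 active means at 10 µM dose, activation of 40% or more, normalized to positive control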;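 further: 100% = tunicamycin at 10 µg/mL and 0% = DMSO alone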
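Test system: CHO-CHOP cells, stable luciferase reporter of PERK-eIF2a-CHOP signalling | Quantity: 500 CHO-CHOP cells per well | Buffer or medium: F12 plus 10% serum | Compound dosing: 10 µM single point, 0.5% DMSO | Schedule: 6 h compound treatment, 37 °C | Signal: Luciferase luminescence | Control set: Tunicamycin high control, DMSO low control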
GRIN3A LBD mod: binders of NR3A ligand-binding domain, primary screen, biophysical, differential scanning fluorimetry, uHTS; 340,000 compounds, 2.5% hits; Tm shift relative to glycine control, % at 25 µM; NR3A LBD differential scanning fluorimetry, Tm shift; 0% = protein alone, 100% = glycine-bound protein;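 active means melting temperature shift of at least 10% of the positive control shift, at one fixed dose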
XBP1 UPR activ: activators of adaptive XBP1 UPR arm, primary screen, cell-based, CHO-XBP1 luciferase reporter, luminescence, uHTS; AID 463104, 2010; activation, % at 20 µM; IRE1-XBP1 UPR activation; percent of tunicamycin response, DMSO as zero; 330,000 compounds, 0.33% hits;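 active means versus positive control, 20 µM dose yields 30% or more activation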;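 further: 100% = tunicamycin at 10 µg/mL and 0% = DMSO only wells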
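Assay system: CHO-XBP1 luciferase reporter cells; Schedule: 6 h treatment, 37 °C; Detection: glow luminescence from Steady-Glo reagent; Benchmarks: high control tunicamycin 10 µg/mL final, low control DMSO vehicle only.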
Starred values were filed as active, the others as inactive; . = no result given.

SMILES	tim23-1 inh	tim10-1 inh	Mdm2 MdmX PPI	TIM10 inh	NLRP3 yeast inh	APJ ag	CHOP UPR activ	GRIN3A LBD mod	XBP1 UPR activ
CCOC(=O)Nc1nc(C)c(C(=O)c2ccc(Cl)cc2)s1	-2.5	8.5	17.3	13.5	11.7	-0.5	-2.5	-2.3	1.6
C=CCOC(=O)/C(=C\c1ccc(OC)cc1)NC(=O)c1ccco1	13.7	27.0	11.7	-5.8	15.1	-1.4	-2.1	1.2	0.5
COc1nccc(-c2ccc(F)cc2)c1C#N	6.7	-1.8	4.4	-2.2	20.3	-6.0	-0.2	-0.6	1.0
O=C(O)c1cc(S(=O)(=O)Nc2ccc3cn[nH]c3c2)ccc1Br	-7.5	1.5	8.9	0.2	14.0	-1.8	-0.4	-4.3	0.6
CC(=O)c1ccc(N2CCN(C(=S)NCc3ccco3)CC2)cc1	7.8	1.0	5.8	4.0	2.3	-2.6	0.7	0.2	-3.3
O=C(NCCN1CCOCC1)c1ccccc1N1C(=O)[C@@H]2Cc3c([nH]c4ccccc34)C(c3ccccc3)N2C1=O (stereo not given in full)	13.4	8.1	3.6	13.0	-5.7	-3.3	-0.6	-1.8	-2.2
N#CC(C#N)=C1C(=O)N(CCN2CCOCC2)c2ccccc21	11.1	11.5	14.6	6.2	19.6	0.0	1.0	0.8	-2.8
O=C(COc1ccccc1[N+](=O)[O-])N(Cc1cccc(Br)c1)C1CCS(=O)(=O)C1 (stereo not given)	15.2	14.8	-11.4	21.5	14.3	0.3	1.7	-7.0	-2.6
O=C1C2CCCN2C(c2ccccc2)N1c1cccc(Cl)c1 (stereo not given)	-9.3	-30.9	10.9	-3.8	13.8	-2.8	-0.1	0.7	-1.2
CNCC(O)COc1cccc(OC)c1 (stereo not given)	3.8	4.1	0.8	-1.5	-15.2	-0.3	0.0	0.1	-0.6
CCOC(=O)c1ccc(N2C(=O)CC(NC3CCN(C(=O)c4cccc(Cl)c4)CC3)C2=O)cc1 (stereo not given)	5.5	28.6	14.3	-0.1	4.5	-4.4	-2.4	-0.1	-2.2
CC(OC(=O)c1ccc([N+](=O)[O-])o1)C(=O)Nc1nc(-c2ccc(F)c(F)c2)cs1 (stereo not given)	-10.7	-8.0	-19.5	39.8	8.6	23.7	7.2	14.8*	9.0
CC(=O)NS(=O)(=O)c1ccc(NC(=O)c2ccccc2F)cc1	-14.2	5.4	-23.4	3.1	-4.2	-4.4	0.2	-1.6	-2.1
CC(=O)Nc1cc(Cl)c(N=Cc2ccc(O)cc2O)cc1Cl	17.3	12.8	5.1	17.0	-11.1	-0.9	-1.3	0.9	-0.6
COc1ccc(Br)c(C(=O)OCC(=O)N2CCc3ccccc32)c1	3.2	4.5	21.2	6.5	23.0	-4.5	0.9	-1.0	4.1
O=C(Nc1ccc(-n2cnnn2)cc1)c1cccc(S(=O)(=O)N2CCCC2)c1	7.2	-0.6	27.7	8.8	15.2	-2.3	0.2	1.2	-1.9
C=CCOc1nc2c(c(=O)n(C)c(=O)n2C)n1Cc1ccc(Cl)cc1	8.7	22.7	15.9	-23.2	10.5	-3.0	7.8	-0.6	1.9
CCN(CC)S(=O)(=O)c1ccc(C(=O)N2CCN(C(=O)c3ccco3)CC2)cc1	-1.3	-16.3	-16.5	0.2	2.6	-2.3	1.3	1.4	-1.8
c1ccc(Nc2nc3ccccc3[nH]2)nc1	-47.1	8.9	-17.2	1.4	4.7	-0.8	4.9	-3.1	-0.1
COc1ccc(Nc2ccc(N3C(=O)CCCC3=O)cc2[N+](=O)[O-])c(OC)c1	10.0	1.5	20.2	-3.3	0.5	-4.6	-1.6	1.7	-0.6
COc1ccc(-c2cc(CNC(=O)CN3CCN(C)CC3)on2)cc1	-6.0	0.9	9.0	3.7	1.5	-1.7	-0.3	1.1	-1.8
COc1ccc(CNC(=O)C(=O)N2CCC3(CC2)OCCN3S(=O)(=O)c2ccc(C)cc2)cc1	25.7	8.3	-0.9	3.0	4.5	4.7	0.6	-0.3	1.0
O=C(Cn1nc(-c2ccco2)ccc1=O)Nc1ccc(Cl)c(Cl)c1	8.7	6.8	10.2	-3.4	12.4	-2.2	1.9	-2.2	-0.3
CC(C)CCNc1nc2c(c(=O)[nH]c(=O)n2C)n1CC(O)COC(C)C (stereo not given)	13.3	0.5	3.7	8.2	18.2	1.9	-3.5	-2.6	0.5
CCC(C(=O)c1ccc(O)cc1)c1ccccc1 (stereo not given)	24.3	45.7*	20.9	19.7	-65.9	0.6	-0.1	-2.4	0.5
Cc1noc(C)c1NC(=O)N(C)C[C@H]1Oc2c(NC(=O)C3CC3)cccc2C(=O)N([C@H](C)CO)C[C@@H]1C	-4.6	-4.2	-30.7	-0.4	10.3	-1.8	-1.7	0.6	-0.6
CCOC(=O)c1c(C)[nH]c(C(=O)COC(=O)c2ccc([N+](=O)[O-])o2)c1C	15.3	-87.2	23.8	-84.3	27.7	3.3	9.7	-0.6	4.2
COc1ccc(NC(=O)N2CCCC(C(=O)Nc3ccccc3OC)C2)cc1 (stereo not given)	10.5	-7.5	20.7	7.7	13.3	3.4	-2.1	0.5	-2.1
Cc1ccc(/C=C2/NC(=O)N(Cc3ccccc3F)C2=O)o1	4.4	-1.8	16.2	4.9	15.4	-4.2	3.9	2.1	-0.6
CC(CCc1ccccc1)NC(=O)CCNS(=O)(=O)c1ccccc1 (stereo not given)	8.6	-0.3	-8.3	-6.9	17.4	-2.1	1.2	.	-1.0

Whole records, quoted from the list. Order of values: tim23-1 inh | tim10-1 inh | Mdm2 MdmX PPI | TIM10 inh | NLRP3 yeast inh | APJ ag | CHOP UPR activ | GRIN3A LBD mod | XBP1 UPR activ
Cc1noc(C)c1NC(=O)N(C)C[C@H]1Oc2c(NC(=O)C3CC3)cccc2C(=O)N([C@H](C)CO)C[C@@H]1C in the list: -4.6 | -4.2 | -30.7 | -0.4 | 10.3 | -1.8 | -1.7 | 0.6 | -0.6
Cc1ccc(/C=C2/NC(=O)N(Cc3ccccc3F)C2=O)o1 in the list: 4.4 | -1.8 | 16.2 | 4.9 | 15.4 | -4.2 | 3.9 | 2.1 | -0.6
COc1ccc(Nc2ccc(N3C(=O)CCCC3=O)cc2[N+](=O)[O-])c(OC)c1 in the list: 10.0 | 1.5 | 20.2 | -3.3 | 0.5 | -4.6 | -1.6 | 1.7 | -0.6
c1ccc(Nc2nc3ccccc3[nH]2)nc1 in the list: -47.1 | 8.9 | -17.2 | 1.4 | 4.7 | -0.8 | 4.9 | -3.1 | -0.1

Next part:
SMILES	tim23-1 inh	tim10-1 inh	Mdm2 MdmX PPI	TIM10 inh	NLRP3 yeast inh	APJ ag	CHOP UPR activ	GRIN3A LBD mod	XBP1 UPR activ
CCOc1ccc(-c2c(C(=O)N/N=C(\C)c3cccs3)nnn2-c2nonc2N)cc1	-8.9	-0.9	37.1	-16.8	10.0	3.5	1.8	-4.4	1.8
COc1ccc(N2CCN(S(=O)(=O)CCNC(=O)Cc3ccc([N+](=O)[O-])cc3)CC2)cc1	-0.3	-0.3	22.7	13.3	6.5	-2.1	-2.7	-2.0	-3.0
Cc1ccc(OCC(=O)Nc2ccc(N3CCN(C(=O)c4ccc(C)cc4)CC3)cc2)cc1	3.1	-10.8	18.1	-7.9	7.1	5.7	-2.2	2.5	4.7
CC(C)(C)SCCNC(=O)CN(c1ccccc1)S(=O)(=O)c1ccccc1	21.1	20.1	21.5	-1.7	7.9	1.6	0.1	0.4	-1.3
CCNc1cc(O)ccc1C	0.7	-11.5	3.2	11.5	0.8	6.4	-0.6	1.6	-3.4
N#Cc1ccc(-c2ccc(F)cc2)nc1Oc1ccccc1	-25.0	-13.2	13.5	-10.3	-6.3	-1.0	4.5	-9.0	-1.6
COc1ccc(-c2oc3ccccc3c(=O)c2OCC(=O)O)cc1	12.9	-0.9	-13.4	-6.1	16.1	-0.2	0.9	1.1	-2.4
OCC[C@@H]1C[C@@H](O)[C@H](O)[C@@]2(OCc3ccccc32)O1	-15.2	-28.0	-2.7	-10.7	12.2	-1.0	-1.5	2.1	0.4
CCN(CC)S(=O)(=O)c1cccc(NC(=O)CN2C(=O)c3ccc([N+](=O)[O-])cc3C2=O)c1	17.6	6.3	-1.4	16.7	20.5	0.3	0.0	-3.8	-3.6
CC(C)=CC(=O)Nc1nnc(C)s1	2.4	-0.9	-7.3	2.1	5.4	-1.8	0.7	0.1	2.3
Cc1cccc(N(C(=O)Cn2nnc3ccccc32)C(C(=O)NCc2ccco2)c2ccncc2)c1C (stereo not given)	14.0	7.4	5.9	7.8	0.4	-3.9	1.6	0.2	-0.6
CC(=O)NC1=NN(C(C)=O)C2(S1)C(=O)N(C(C)C)c1ccc(C)cc12 (stereo not given)	13.1	-0.9	5.7	7.1	5.3	-2.8	1.5	-1.6	1.7
COc1ccc(CC(NC(C)=O)C(=O)NC2CCN(c3c4c(nc5ncnn35)CCC4)CC2)cc1 (stereo not given)	0.6	11.8	13.2	-25.6	14.9	0.0	1.8	2.1	-0.8
COc1ccc(C(=O)N[C@H](C(=O)OCc2nc3ccsc3c(=O)[nH]2)C(C)C)cc1	6.5	4.8	21.5	-1.1	5.6	-2.6	0.1	-1.7	-1.8
COC(=O)c1ccc(C(=S)N2CCCCC2)cc1	10.5	9.3	29.3	-14.2	2.9	-2.1	1.4	-0.4	-1.0
O=c1c2ccccc2nc2oc3ccccc3n12	15.7	25.6	-32.7	4.0	-1.8	1.6	1.0	-1.5	-1.9
CCOc1ccc(C(C)=O)cc1COC(=O)C(C)N=C1NS(=O)(=O)c2ccccc21 (stereo not given)	1.7	-7.6	-21.9	-10.3	22.4	1.4	0.2	-2.2	-0.5
Cc1cc(C)c[n+](-c2nc([O-])sc2C=O)c1	10.7	5.3	15.5	-8.0	15.6	-1.1	2.8	-1.0	-0.4
CCC1(C)Cc2c(sc3nnn(CC(=O)Nc4ccc(C)cc4)c(=O)c23)CO1 (stereo not given)	27.8	21.7	-5.5	21.4	14.0	-3.3	-1.1	-6.7	-2.3
COc1ccc2oc(C(=O)CCC(=O)O)c(N)c2c1	7.2	-8.4	-19.4	-3.5	-4.7	-1.6	-0.3	-1.2	-0.7
NNC(=O)CCN1CCN(Cc2ccccc2)CC1	-7.6	5.8	-20.4	0.1	-10.4	-0.2	1.3	0.8	2.8
O=C(Cn1nnc(-c2ccc([N+](=O)[O-])cc2)n1)NNC(=O)c1ccccc1	4.5	17.1	-29.8	-2.7	24.5	1.4	4.5	0.8	-3.4
CCCSc1nc2[nH]ncc2c(=O)[nH]1	17.8	3.2	10.2	3.8	7.5	6.4	1.4	-2.7	-2.3
